# SRC3 TRFRET art – TR-FRET detection interference compounds, artefact control for PPARgamma SRC-3 recruitment agonists, biochemical, TR-FRET ratio. TR-FRET ratio at 8 µM. TR-FRET artefact counter-screen, PPARgamma/SRC-3 format; active compounds read high. AID 1048, 2008. actives 0.39% (n = 99,000); in the data active = TR-FRET ratio above about 2000; also: inactives centre near 1600
# SRC1 TRFRET art – TR-FRET detection interference compounds, primary screen, artefact control for PPARgamma SRC-1 recruitment agonists, biochemical, TR-FRET emission ratio; TR-FRET detection artefact counter-screen; active compounds read high; actives 0.34% (n = 99,000); TR-FRET ratio at 8 µM; AID 1051, 2008; in the data active = TR-FRET ratio above about 2300; also: inactives centre near 1800
# Starred values were filed as active, the others as inactive. This is a subset; count on the stated rates, not on these rows.
molecule | SRC3 TRFRET art | SRC1 TRFRET art
Cc1ncoc1C(=O)N1CCCC(CCC(=O)NCc2ccccc2F)C1 (centres undefined) | 1553 | 1822
O=C(O)CCn1c(=O)n(CCC(=O)O)c(=O)n(CCC(=O)O)c1=O | 1465 | 1654
CCOC(=O)N1CCC2(CC1)CC(=O)c1c(ccc3oc(C(=O)O)c(C)c13)O2 | 1444 | 1889
COc1ccc(OC)c(C=Nc2ccccc2-c2nc3ccccc3[nH]2)c1 | 1556 | 1693
O=C(Nc1ccc(Nc2ccccc2)cc1)C(Cl)(Cl)Cl | 1549 | 1959
COc1ccccc1C1=Nn2c(COc3ccccc3)nnc2SC1 | 1477 | 1557
O=C(O)c1cnc(-c2ccccc2)nc1Oc1ccccc1 | 1477 | 1794
CCC(C)(c1nnnn1-c1c(C)cccc1C)N(N=O)c1ccccc1Cl (centres undefined) | 1715 | 1788
CC(=O)Nc1c(C(=O)N2CCN(c3ccccn3)CC2)cnn1-c1ccc(C)cc1 | 1545 | 1912
Cc1ccc(CSc2nnc(C)c(=O)[nH]2)cc1 | 1425 | 1543
O=C(Nc1cccc(F)c1)c1ccc(CSc2ccccc2)o1 | 1516 | 1771
O=C(c1cccc(F)c1)N(Cc1nc2ccccc2c(=O)[nH]1)C1CCCC1 | 1535 | 1676
Cc1ccc(CN2CCC(CO)(CC3CCCCO3)CC2)o1 (centres undefined) | 1619 | 1464
COc1ccc(-c2nc(CS(=O)(=O)CC(=O)Nc3ccc(Cl)cc3)c(C)o2)cc1 | 1631 | 1845
CCNc1ccc(S(=O)(=O)N(C)C)cc1NCC(=O)Nc1ccccc1F | 1558 | 1778
CNCc1c(OCc2ccccc2F)ccc2ccccc12 | 1558 | 1955
O=C(O)c1ccc(Cl)c(S(=O)(=O)Nc2cccc(C(=O)Nc3cccc(C(F)(F)F)c3)c2)c1 | 1398 | 1792
CCOC(=O)CN=C/C(C(=O)Nc1nccs1)=C(/C)O | 1562 | 2054
Cc1nnc(N/N=C/c2ccc(O)c([N+](=O)[O-])c2)[nH]c1=O | 1656 | 2043
COc1cccc(/C=C/C(=O)Nc2ccc3nc4n(c(=O)c3c2)CCCC4)c1OC | 1681 | 1871
CCN(CC)S(=O)(=O)c1ccc(C(=O)NNC(=O)C2CCN(S(=O)(=O)c3ccc(Cl)cc3)CC2)cc1 | 1523 | 1785
O=C(Nc1cccc2ncccc12)C(c1ccccc1)c1ccccc1 | 1654 | 1926
O=C(N/N=C/c1ccc(Cl)cc1Cl)c1n[nH]c2c1CCCC2 | 1712 | 1543
Cc1ccc(S(=O)(=O)NN/C(=N/S(=O)(=O)c2ccccc2)c2ccccc2)cc1 | 1465 | 1675
CCN(CC)S(=O)(=O)c1cc(NS(=O)(=O)c2cc(Cl)ccc2Cl)ccc1C | 1487 | 1838
Cc1cccc(C(=O)NNC(=O)c2ccccc2)c1 | 1649 | 1744
O=C(CSc1nnc(-c2ccco2)n1Cc1ccccc1)c1ccc(F)cc1 | 1556 | 1976
NS(=O)(=O)c1ccc(CCNC(=O)CCCn2c(=O)[nH]c3ccc(Br)cc3c2=O)cc1 | 1749 | 2089
COc1ccccc1C(=O)N1CCN(Cc2cn[nH]c2-c2ccc(F)cc2F)CC1 | 1463 | 1707
Cc1cccc(Nc2nc3ccccc3s2)c1C | 1577 | 1896
CCOc1cnc(-c2c(-c3ccccc3Cl)noc2C)o1 | 1607 | 1829
O=C(C(=O)N1CCc2ccccc2C1)c1c[nH]c2ccccc12 | 1397 | 1741
CCOC(=O)c1cc2sccc2n1CC(=O)C(C)(C)C | 1617 | 1717
COc1cccc(C(=O)Oc2ccc(N3C(=O)CCC3=O)c(C)c2)c1 | 1549 | 1718
COc1cc2c(cc1NC(=O)CN1C(=O)NC3(CCc4ccccc43)C1=O)oc1ccccc12 (centres undefined) | 1764 | 1918
CC(=O)c1c(C)[nH]c(C(=O)COC(=O)CCSc2ccccc2)c1C | 1613 | 1905
CC1(C)CC2CC(C)(CN2C(=O)COC(=O)CNC(=O)c2ccc(Cl)c(Cl)c2)C1 (centres undefined) | 1531 | 1955
Cc1ccc(NC(=S)N(CCN(C)C)C(C)c2ccco2)cc1C (centres undefined) | 1666 | 1787
CCOc1ccc(CC(=O)N2CCN(c3ccc(N4CCOCC4)nn3)CC2)cc1OCC | 1568 | 1890
CCc1ccc(OCC2c3cc(OC)c(OC)cc3CCN2C(=S)NC)cc1 (centres undefined) | 1686 | 1736
COc1ccc(-c2nc3ncnn3cc2C)cc1F | 1492 | 1997
Cc1cc(/C=C2/SC(=O)N(CC(=O)N3CCOCC3)C2=O)c(C)n1-c1ccccc1F | 1772 | 1774
C/C=C/C(=O)OCC(=O)Nc1cccc(Br)c1 | 1495 | 1860
Cc1cccc(NC(=O)CO/N=C/c2ccc3c(c2)OCO3)c1 | 1633 | 1930
CC(C)c1ccc(N(C(=O)c2cc3ccccc3oc2=O)C2C=CS(=O)(=O)C2)cc1 (centres undefined) | 1350 | 1652
Cc1[nH]n(S(=O)(=O)Cc2ccccc2)c(=O)c1N=Nc1ccccc1Cl | 1633 | 1628
Cc1nc(Nc2ccccc2)sc1C | 1405 | 1628
COc1cc(OC)c(N(C)S(=O)(=O)c2cccc(C(=O)OCc3c(C)noc3C)c2)cc1Cl | 1557 | 1950
COc1cc(CNCCc2ccccc2)ccc1OCC(N)=O | 1586 | 1980
COc1cc(OC)cc(C(=O)N2CCC(N3CCN(c4ccccc4)CC3)CC2)c1 | 1637 | 1824
O=C(CN1C(=O)COc2ccccc21)c1ccc(Cl)cc1 | 1737 | 1990
COc1cccc(CNC(=O)CCN2C(=S)NC(C)(C)CC2C)c1 (centres undefined) | 1480 | 1650
O=C(CS(=O)(=O)c1c[nH]c2ccccc12)N1CCc2ccccc21 | 1392 | 1865
O=C(NCc1ccc(Cl)cc1)C(=O)NCC1OCCN1S(=O)(=O)c1cccs1 (centres undefined) | 1593 | 1959
C/C(=N\NC(=O)Cn1cnc2ccccc21)c1cccs1 | 1549 | 1542
Cc1cccc(C(=O)c2c[nH]cc2-c2ccccc2)c1 | 1598 | 1944
Cc1nc(CNS(=O)(=O)c2ccc3ccccc3c2)cs1 | 1619 | 1801
Cc1ccc(SCCC(=O)OC(C(=O)NC(N)=O)C(C)C)cc1 (centres undefined) | 1875 | 1829
COc1cc(N2CCOCC2)ccc1C=C(C#N)C#N | 1695 | 1633
O=C(CNS(=O)(=O)c1ccc(Cl)cc1)OCC(=O)N1CCCc2ccccc21 | 1504 | 1926

# Five structures out of the list, arranged by length of the SMILES, smallest number first:
molecule | SRC3 TRFRET art | SRC1 TRFRET art
Cc1nc(Nc2ccccc2)sc1C | 1405 | 1628
COc1ccc(-c2nc3ncnn3cc2C)cc1F | 1492 | 1997
COc1cc(CNCCc2ccccc2)ccc1OCC(N)=O | 1586 | 1980
O=C(CN1C(=O)COc2ccccc21)c1ccc(Cl)cc1 | 1737 | 1990
COc1cc(OC)c(N(C)S(=O)(=O)c2cccc(C(=O)OCc3c(C)noc3C)c2)cc1Cl | 1557 | 1950

# (cont.)
molecule | SRC3 TRFRET art | SRC1 TRFRET art
CN(C)c1cccc(C(=O)OCC(=O)Nc2nccs2)c1 | 1698 | 1801
O=C(Nc1ccccc1F)c1ccc(Cn2cc(Cl)cn2)cc1 | 1605 | 1617
O=C(Cn1cc(C(=O)C(F)(F)F)c2ccccc21)N1CCOCC1 | 1466 | 1693
O=C1CC(c2ccccc2)=Nc2ccccc2N1Cc1ccccc1 | 1584 | 1947
CC1(C)NC(=O)N(CC(=O)OCC(=O)Nc2sccc2C#N)C1=O | 1545 | 1798
CC(C)(O)C#Cc1ccc(CN2CCN(Cc3ccccc3)C(CCO)C2)cc1 (centres undefined) | 1554 | 1488
C#CCOCCOCCOCCNc1nc(N2CCN(C(=O)[C@H](Cc3ccc(O)cc3)n3cc([C@@H](N)C(C)CC)nn3)CC2)nc(N2CCN(C(=O)[C@H](Cc3cc4ccccc4[nH]3)n3cc([C@@H](N)C(C)CC)nn3)CC2)n1 (some centres undefined) | 1576 | 1770
CSc1nc(N(C)C)nc(N(C)C#N)n1 | 1571 | 1763
CCN(CC)CCN(C(=O)c1ccc2c(c1)CCCC2)c1nc2ccc(F)cc2s1 | 1539 | 1593
COc1ccccc1-n1ccnc1SCC(=O)NC(C)(C)C | 1605 | 1748
NS(=O)(=O)c1ccc(CCNS(=O)(=O)c2ccccc2)cc1 | 1541 | 1769
COc1ccc(C(C)=O)cc1COC(=O)c1cccc(N(C)C)c1 | 1555 | 1778
CC(C)Oc1ccccc1C(=O)NC(CO)C(=O)O (centres undefined) | 1411 | 1767
Oc1cc2ccccc2cc1-c1n[nH]c(=S)n1Cc1ccco1 | 1823 | 2134
C/C(Cc1ccccc1)=N\NC(=O)c1cc(C(C)(C)C)[nH]n1 | 1505 | 1557
CCOC(=O)c1[nH]c2ccccc2c1NC(=O)c1ccc(S(=O)(=O)N2CCCCC2)cc1 | 1673 | 1620
O=C(Cc1ccccc1)c1ccc2c(c1)OCCO2 | 1655 | 1844
CC(C)c1ccccc1NC(=O)COC(=O)Cc1ccsc1 | 1312 | 1816
Cc1ccc(-c2cc(C(=O)OCC(=O)Nc3ncc(C(F)(F)F)cc3Cl)c3ccccc3n2)cc1 | 1719 | 2025
CCOc1ccccc1NC(=O)CSc1nnc(Cn2c(=O)sc3ccccc32)n1C | 1568 | 1841
O=c1cc(-c2ccc([N+](=O)[O-])cc2)c2ccc(O)cc2o1 | 1679 | 1910
OC(COc1ccc(CN2CCSCC2)cc1)CN1CCCCC1 (centres undefined) | 1500 | 1646
Cc1csc(Sc2ccc(S(=O)(=O)N3CCCC3)cn2)n1 | 1614 | 2081
Cc1cc(C)nc(-n2nc(C)cc2NC(=O)c2ccc(F)cc2F)n1 | 1571 | 2059
O=C(c1ccc(S(=O)(=O)N2CCOCC2)cc1)N1CCOCC1 | 1765 | 1968
CC(NC(=S)Nc1ccccc1Cl)C(c1ccccc1)N1CCOCC1 (centres undefined) | 1414 | 1662
CCCCCSc1nnc(-c2ccccc2NC(C)=O)c(=O)[nH]1 | 1742 | 2075
CCn1c(SCc2ccccc2)nnc1-c1cccnc1 | 1527 | 1743
CC(C)c1onc(C(=O)N2CCCCCC2)c1[N+](=O)[O-] | 1835 | 1745
COc1ccc(Cl)cc1NC(=O)C(C)OC(=O)c1ccc(NS(=O)(=O)c2ccc3[nH]c(=O)[nH]c3c2)cc1 (centres undefined) | 1524 | 1742
C=CCn1cccc(C(=O)Nc2cc(OC)c(OC)c(OC)c2)c1=O | 1523 | 1441
CC(NC(=O)CN(C)CC(=O)Nc1ccc(F)c(F)c1F)c1ccccc1 (centres undefined) | 1558 | 1498
Cc1ccc(O)c(NC(=O)CCCC(=O)O)c1 | 1594 | 1812
Cc1nn(C)cc1/C=N\NC(=O)Cc1ccc([N+](=O)[O-])cc1 | 1528 | 1728
Cc1cc(C)cc(NC(=O)CSc2nc3c(c(=O)n2C)SC(C)C3)c1 (centres undefined) | 1649 | 1660
Cc1ccc(-c2nnc(SCC(=O)N/N=C/c3c(C)nn(-c4ccccc4)c3C)n2-c2ccc(C)cc2)cc1 | 1715 | 1661
CCCC(=O)NC(=S)Nc1cccc2c(O)cccc12 | 1753 | 2043
CC(C)(C)n1nnnc1C(c1ccccc1F)N1CCN(C2CCCC2)CC1 (centres undefined) | 1740 | 1701
S=C(Nc1ccc(Oc2ccc(NC(=S)NC3CCCCC3)cc2)cc1)NC1CCCCC1 | 1418 | 1535
C=CCOc1ccc2c(CC)cc(=O)oc2c1C | 1657 | 1703
C/C(=N\NC(=O)Cn1ccc(C(F)(F)F)n1)c1ccc2c(c1)OCO2 | 1673 | 1866
CC(=O)c1c(C)nc(-c2ccc(Cl)cc2)nc1N | 1432 | 1819
Cc1cccc(C2(c3cccc(C)c3)CC2C(=O)NCC2CCCO2)c1 (centres undefined) | 1554 | 1934
O=C(CCN1C(=O)/C(=C/c2cccs2)SC1=S)Nc1ccccn1 | 1392 | 1749
COCCNC(=O)C(=O)N/N=C/c1ccc(C(=O)OC)cc1 | 1722 | 1680
O=C(CSc1ncccc1C(=O)O)NC12CC3CC(CC(C3)C1)C2 | 1657 | 2072
O=C(CSc1nc2ccccc2c(=O)n1-c1ccc(SC(F)F)cc1)Nc1ccc(N2CCOCC2)cc1 | 1509 | 1955
Cc1ccc2nc(NC(=O)CN3C(=O)C4CC=CCC4C3=O)sc2c1 (centres undefined) | 1614 | 1935
O=C(CCn1ccc([N+](=O)[O-])n1)NC1CCCCCC1 | 1549 | 1831
O=C(COC(=O)CCC(=O)c1ccc(F)cc1)Nc1ccccc1 | 1546 | 2099
O=C(N/N=C/c1ccc(N2CCOCC2)cc1)c1ccccc1OCCOc1ccccc1 | 1804 | 1780
COc1ccc(CNc2nc3ccccc3n2C)c(OC)c1 | 1565 | 1792
O=C(COC(=O)C1Cc2ccccc2CN1C(=O)c1ccccc1Cl)Nc1ccc(N2CCOCC2)cc1 (centres undefined) | 1688 | 1840
COc1ccc(NC(=S)Nc2cc(S(=O)(=O)N3CCCCC3)ccc2OC)cc1 | 1700 | 1714
O=[N+]([O-])c1cc([N+](=O)[O-])c2n[nH]c(-c3ccccc3)c2c1 | 1521 | 1712
Cc1cccc(-c2nnc(SCC(=O)Nc3cccc(C(=O)N4CCOCC4)c3)n2C)c1 | 1427 | 1394
C=CCN(C)NC(=O)Nc1ccccc1 | 1761 | 1709
COc1cccc(NC(=S)N(Cc2ccc(C(=O)O)cc2)Cc2ccc(OC)c(OC)c2)c1 | 1916 | 1924
COc1cc2[nH]c(=S)nc(NCc3ccccn3)c2cc1OC | 1561 | 1724

# Reprinted at random: four entries already listed.
molecule | SRC3 TRFRET art | SRC1 TRFRET art
O=C(CSc1nc2ccccc2c(=O)n1-c1ccc(SC(F)F)cc1)Nc1ccc(N2CCOCC2)cc1 | 1509 | 1955
COc1ccc(CNc2nc3ccccc3n2C)c(OC)c1 | 1565 | 1792
O=[N+]([O-])c1cc([N+](=O)[O-])c2n[nH]c(-c3ccccc3)c2c1 | 1521 | 1712
Cc1cccc(-c2nnc(SCC(=O)Nc3cccc(C(=O)N4CCOCC4)c3)n2C)c1 | 1427 | 1394

# Screens: PubChem BioAssay, The Scripps Research Institute Molecular Screening Center
